NCI-60 one-dose screen, 48 h, at 10 µM unless noted. Numbers give growth in % (100 = growth as untreated, 0 = no growth, -100 = all killed).
SK-MEL-5: SK-MEL-5 melanoma | actives 6.4% (n = 80,000)
EKVX: EKVX NSCLC. actives 3% (n = 71,000)
HOP-62: HOP-62 NSCLC; actives 3.9% (n = 80,000); AID 1794735
A549/ATCC: A549/ATCC NSCLC; actives 3.7% (n = 81,000); AID 1794740
LOX IMVI: LOX IMVI melanoma; actives 7.4% (n = 79,000)
M14: M14 melanoma; actives 6.2% (n = 80,000); AID 1794745
CCRF-CEM: CCRF-CEM leukemia | actives 7% (n = 77,000)
HOP-92: HOP-92 NSCLC cells; actives 6.3% (n = 71,000)
Starred values were filed as active, the others as inactive; / = not tested or not shown; & = joins results of further samples. Rule for the calls: active = growth percent below 10; inactive = the rest.

The opening 2 entries (preview)
SMILES | SK-MEL-5 | EKVX | HOP-62 | A549/ATCC | LOX IMVI | M14 | CCRF-CEM | HOP-92
CC(=O)Oc1ccc(O)c(C(=O)O)c1 | 110 | / | 94 | 94 | 101 | 102 | 103 | 99
CCC(c1ccc(O)cc1)C(CC)c1ccc(-c2ccccc2)cc1 (stereo not drawn) | 93 | 102 | 97 | 100 | 89 | 97 | 90 | 88

This part in full (from the top)
SMILES | SK-MEL-5 | EKVX | HOP-62 | A549/ATCC | LOX IMVI | M14 | CCRF-CEM | HOP-92
CC(=O)Oc1ccc(O)c(C(=O)O)c1 | 110 | / | 94 | 94 | 101 | 102 | 103 | 99
CCC(c1ccc(O)cc1)C(CC)c1ccc(-c2ccccc2)cc1 (stereo not drawn) | 93 | 102 | 97 | 100 | 89 | 97 | 90 | 88
Cc1ccc(S(=O)(=O)NC2CCCCCCC2)cc1 | 104 | 98 | 98 | 87 | 98 | 95 | / | 90
CCN(CC)CCCNc1cccc2ccc(OC)nc12 | 98 | 103 | 87 | 74 | 106 | 106 | 103 | 102
O=c1c2cc(F)ccc2sc2c(NCCCNCCO)nc3ccccc3c12 | 70 | 52 | 46 | 34 | -94* | -79* | 6.3* | 3.8*
CC(=O)/C(N=Nc1c(C(=O)O)ccc2c1C(=O)c1ccccc1C2=O)=C(\C)O | 98 | 99 | 100 | 105 | 89 | 105 | 106 | 96
Cn1cc(-c2cc(N)n3nc(-c4c[nH]c5ccc(Br)cc45)cc3n2)c2cccnc21 | -98* | -87* | -90* | -80* | -96* | -86* | -19* | -68*
NS(=O)(=O)c1cn(-c2ncnc3nc[nH]c23)ccc1=O | 98 | 98 | 95 | 36 | 100 | / | 94 | 83
NC(=O)Oc1cccc(OC(N)=O)c1 | 99 | 116 | 93 | 99 | 90 | 97 | / | 101
CC(C)=CCC[C@](C)(O)[C@H]1CC[C@]2(C)[C@@H]1CC[C@@H]1[C@@]3(C)C/C(=C/c4ccco4)C(=O)C(C)(C)[C@@H]3CC[C@]12C | 102 | 101 | 102 | 107 | 101 | 104 | 101 | 98
O=C(O)c1ccc(NC(=S)Nc2ccc(S(=O)(=O)Nc3ccccn3)cc2)cc1 | 107 | / | 98 | / | 96 | 98 | 96 | 79
C/C=N\C(N)=S | 108 | 96 | 96 | 104 | 94 | 105 | 102 | 103
O/N=C\c1ccnc2ccccc12 | 104 | 98 | 105 | 104 | 97 | 108 | 98 | /
CC(C)(N)c1cn(Cc2ccc(Cl)cc2)nn1 | 107 | 102 | 100 | 100 | 100 | 103 | 113 | 103
CCCc1nc2c([nH]1)c(=O)n(C)c(=O)n2C | 116 | 112 | 92 | 112 | 105 | 103 | 107 | /
N#Cc1c(NCc2ccco2)oc(-c2ccccc2)c1-c1ccccc1 | 69 | 83 | / | 76 | 78 | 102 | / | /
COc1cc(/C=C/C(=O)c2ccc(NC(=O)CSc3nnc(-c4ccc(Cl)cc4)o3)cc2)cc(OC)c1OC | 86 | 94 | 97 | 91 | 98 | 89 | 91 | 111
CCc1ccc(Oc2c(-c3ccc(OCc4ccc(Cl)cc4)cc3O)n[nH]c2C(F)(F)F)cc1 | -14* | 16 | 57 | 34 | 7.1* | 30 | 12 | -17*
O=C(Nc1ccc(Br)cc1)Oc1ccc(Cl)cc1C(=O)c1ccccc1 | 93 | 97 | 95 | 83 | / | 106 | 94 | 104
O=C(/C=C/c1ccccc1)Nc1ncccc1OCc1cn(Cc2ccc(Cl)cc2)nn1 | 94 | 97 | 83 | 91 | 98 | 99 | 103 | 92
COc1ccc2c(c1)C(Sc1ccc(C)cc1)c1c(nc(N)c(C#N)c1N)O2 (stereo not drawn) | 91 | 88 | 100 | 101 | 69 | 95 | 41 | 90
Oc1cccc(-c2nc(-c3nnc(Nc4ccccc4)o3)cc3c2[nH]c2ccccc23)c1 | 63 | 68 | 95 | 55 | 52 | 64 | / | 101
O=C1NC(=S)S/C1=C\c1ccccc1C(=O)O | 100 | / | 98 | 106 | 100 | 106 | / | 88
Cc1ccc(S(=O)(=O)Nc2ccccc2C(=O)O)cc1 | 107 | 104 | 96 | 98 | 99 | 104 | 96 | 95
Cc1nn(-c2ccccc2)c2nc3c(nc12)C(=O)CCC3 | 88 | 94 | 93 | 93 | 90 | 106 | / | /
CC1(C)CC[C@]2(C(=O)NCC#CCN3CCOCC3)CC[C@]3(C)C(=CC[C@@H]4[C@@]5(C)Cc6c([nH]c7ccccc67)C(C)(C)[C@@H]5CC[C@]43C)[C@@H]2C1 | 89 | 97 | 98 | 72 | 95 | 81 | 83 | 80
O=C(Nc1cccc(C(F)(F)F)c1)Oc1ccc(Cl)c2cccnc12 | 34 | -2.8* | 77 | -1.5* | 2.8* | 25 | -15* | /
O=C(O)c1cc2n(n1)CC(c1ccccc1)N2 (stereo not drawn) | 99 | 90 | 97 | 96 | 96 | 91 | 103 | 85
Cc1ccc(NC(C(=O)c2ccccc2)c2ccccc2)cc1 (stereo not drawn) | 22 | 20 | 80 | 58 | 50 | 78 | 65 | 40
NS(=O)(=O)c1cccc(N/C=C/C(=O)c2cc3cc(Br)ccc3oc2=O)c1 | 98 | 92 | 97 | 98 | 96 | 104 | 97 | 79
O=C(Nc1cccc(Cl)c1)OCCN1CCOCC1 | 102 | 103 | 94 | 93 | 103 | 96 | 81 | 87
CCOc1ccc(Nc2nc(-c3c(C)nc4ncccn34)cs2)cc1 | -12* | / | 18 | 22 | 23 | 21 | -4.9* | 18
O=C1NC(=NC2CCCCCC2)N/C1=C\c1ccc2ncoc2c1 | 21 | 39 | 37 | 17 | 22 | 64 | 18 | 51
CCOC(=O)C1[C@@H]2C(=O)N(c3ccc(OC)cc3)C(=O)[C@@H]2[C@H](c2cn(-c3ccccc3)nc2C)N1Cc1ccccc1 (stereo partly drawn) | 94 | / | 113 | 72 | 84 | 100 | 85 | 97
O=Cc1cn(S(=O)(=O)c2ccc(Cl)cc2)c2ccccc12 | 98 | 98 | 105 | 96 | 87 | 89 | 90 | /
Cc1ccc(C(=O)OCC(C)C)cc1 | 105 | 107 | 108 | 109 | 104 | 105 | 105 | 111
O=C(Nc1ccc(C(F)(F)F)cc1)Nc1ccc2oc(=O)ccc2c1 | / | 12 | 50 | 14 | -84* | 16 | 16 | -5.1*
O=C(N=Nc1c(O)[nH]c2ccccc12)Nc1ccccc1Cl | 88 | 87 | 104 | 107 | 97 | 95 | 92 | 90
Cc1c(C(=O)NO)sc2ncnc(Nc3ccc(NC(=O)Nc4cccc(C(F)(F)F)c4)cc3)c12 | 100 | 96 | 94 | 100 | 91 | 102 | 102 | 119
O=C(O)CNS(=O)(=O)c1ccc(OCCOc2ccc(S(=O)(=O)NCC(=O)O)cc2)cc1 | 97 | 102 | 93 | 104 | 97 | 104 | 112 | 104
CC(=O)OC1CC2C3CCC4C[C@@H](NC(=O)C=C(C)C)CC[C@]4(C)C3CC[C@]2(C)[C@H]1C(C)N(C)C (stereo partly drawn) | -95* | 29 | / | 12 | -15* | -60* | 0.7* | -36*
COc1cc(C2CC(=O)Nc3c2c(C)nn3-c2nc3ccccc3[nH]2)c(OC)c2c1OCO2 (stereo not drawn) | 57 | 72 | 76 | 52 | 82 | 52 | 62 | 85
COc1ccc2[nH]cc(-c3nn4cc(-c5cccnc5)nc4s3)c2c1 | 97 | 91 | 84 | 103 | 108 | 109 | 85 | 85
NCCNc1nc2ccccc2c2c(=O)c3cc(F)ccc3sc12 | 94 | 78 | 76 | 66 | 24 | 77 | 46 | 59
C#CCOc1ccc(/C=N\Nc2nc(-c3ccc(C)cc3)cs2)cc1OC | 72 | 65 | 99 | 89 | 94 | / | 90 | 73
NC(Cc1cc(I)c(O)c(I)c1)C(=O)O (stereo not drawn) | 119&98 | 90&99 | 76&92 | 102&104 | 101&99 | 107&93 | 97&115 | 89&91
CCCN1C(=O)N(CCC)C2C1NN=c1s/c(=C\C(=O)OCC)c(=O)n12 (stereo not drawn) | 102 | 103 | 115 | 106 | / | 100 | 103 | 122
CN1CCN(c2nc3ccccc3c3c(=O)c4cc(F)ccc4sc23)CC1 | 94 | 90 | 76 | 55 | 23 | 18 | 43 | 52
O=C(/C=C/C12c3ccccc3C(c3ccccc31)C1C(=O)N(c3ccccc3)C(=O)C12)c1ccccc1 (stereo not drawn) | -67* | 8.9* | 29 | 21 | -81* | 15 | 9.9* | -6.4*
N/N=C1\c2ccccc2-c2ccc(N)cc21 | 100 | 80 | 100 | 96 | 95 | 110 | 114 | 90
COc1ccc(-n2nnc3c(sc4ccccc43)c2=O)cc1 | 75 | / | -8.2* | 11 | 74 | 87 | 90 | -4.1*
O=C(O)CNC(=O)CN/C=c1\sc2ncnn2c1=O | 106 | / | 92 | 86 | 92 | 84 | 102 | 108
COc1ccc(-c2nnc(Nc3ccc(C(F)(F)F)cc3)o2)cc1OC | 93 | 83 | 90 | 84 | 56 | 88 | 71 | /
C[C@]12c3c4cc5c(c3-c3ccccc3[C@@H]1OC(=O)N2CC4)OCO5 | 91 | 73 | 91 | 83 | 101 | 98 | 90 | 76
Cc1ccccc1-c1nnc(SCc2nnc(-c3cccc([N+](=O)[O-])c3)o2)o1 | 105 | 107 | 106 | 102 | 107 | 108 | 103 | 101
CC(C)OCCCNc1nc(-c2ccccc2)n2ncc(C#N)c2n1 | 97 | 85 | 78 | 80 | 98 | 113 | 89 | 107
CCn1c(CN2CCN(Cc3ccccc3)CC2)nc2cc(NC(=O)c3cccs3)ccc21 | -99* | / | -82* | -73* | -90* | -65* | -39* | -72*
CNCC(=O)Nc1ccc(C(=O)OCC(C)C)cc1 | 93 | 94 | 86 | 91 | 89 | 99 | 96 | 68
Oc1ccc2ccccc2c1N=Nc1ncn[nH]1 | 104 | 77 | 99 | 98 | 101 | 102 | 108 | 114
NS(=O)(=O)c1ccc(-c2nonc2-c2ccccc2)cc1 | 101 | 105 | 95 | 97 | 98 | 113 | 99 | /

One compound at a time, from the list above. Values in the order: SK-MEL-5, EKVX, HOP-62, A549/ATCC, LOX IMVI, M14, CCRF-CEM, HOP-92
COc1ccc(-n2nnc3c(sc4ccccc43)c2=O)cc1 in the list: 75, /, -8.2*, 11, 74, 87, 90, -4.1*
O=C(O)CNC(=O)CN/C=c1\sc2ncnn2c1=O in the list: 106, /, 92, 86, 92, 84, 102, 108
Oc1ccc2ccccc2c1N=Nc1ncn[nH]1 in the list: 104, 77, 99, 98, 101, 102, 108, 114
CCn1c(CN2CCN(Cc3ccccc3)CC2)nc2cc(NC(=O)c3cccs3)ccc21 in the list: -99*, /, -82*, -73*, -90*, -65*, -39*, -72*
O=C(/C=C/C12c3ccccc3C(c3ccccc31)C1C(=O)N(c3ccccc3)C(=O)C12)c1ccccc1 (stereo not drawn) in the list: -67*, 8.9*, 29, 21, -81*, 15, 9.9*, -6.4*

Other compounds follow:
SMILES | SK-MEL-5 | EKVX | HOP-62 | A549/ATCC | LOX IMVI | M14 | CCRF-CEM | HOP-92
O=C(C=Nc1cc2c(cc1Br)-c1ccccc1C2=O)c1ccc(Br)cc1 | 99 | 87 | 64 | 81 | 95 | 94 | 90 | 89
CCCCCCSc1nnc(-c2c(C)nc3ccc(Cl)cn23)o1 | 92 | 76 | 76 | 92 | 87 | 99 | 94 | 67
Cc1noc(NS(=O)(=O)c2ccc(N=Nc3cc(N=Nc4ccc(S(=O)(=O)Nc5onc(C)c5C)cc4)c4c(NC(=O)C(Cl)Cl)cccc4c3OC(=O)C(Cl)Cl)cc2)c1C | 87 | / | 89 | 94 | 88 | 110 | 74 | 81
COc1cc(CNC(=O)Cc2ccccc2)ccc1OCc1cn(-c2ccc(Br)cc2)nn1 | 78 | 87 | 97 | 94 | 94 | 102 | 96 | 103
CS(=O)(=O)CC1=NC(=N)N=C1CS(C)(=O)=O | 100 | 95 | 103 | 96 | 96 | 101 | 97 | 105
COc1ccc(Cl)cc1C(=O)Nc1nc2ccc(Cl)cc2s1 | 93 | 76 | 89 | 77 | 81 | 95 | 86 | /
N#Cc1nc(-c2ccccc2)oc1S(=O)(=O)N1CCN(S(=O)(=O)c2ccccc2)CC1 | 89 | 96 | 91 | 91 | 26 | 64 | 27 | 86
O=C(Nc1ccc(NC(=O)c2cc(=O)[nH]c3ccccc23)cc1)Nc1cccc(C(F)(F)F)c1 | 70 | 67 | -7.2* | 86 | 21 | 70 | 70 | 43
COc1ccc2[nH]cc(-c3nc(-c4c[nH]c5ccncc45)cs3)c2c1 | 43 | 11 | 28 | 24 | -87* | -74* | -7.1* | 63
O=C(NNc1ccc([N+](=O)[O-])cn1)Nc1ccc(Br)cc1 | 98 | 95 | 102 | 92 | 103 | 105 | 90 | /
COc1ccc(/C=C/c2ccc(Cl)cc2)cc1 | 96 | 89 | 105 | 91 | 98 | 92 | 99 | 73
CSc1nccnn1 | 110 | 115 | 102 | 95 | 99 | 97 | 100 | 82
O=C(Cc1ccccc1)NNc1nc(N2CCOCC2)nc(N2CCN(C(c3ccccc3)c3ccccc3)CC2)n1 | 90 | 73 | 105 | 57 | 87 | 99 | 97 | 127
COc1cc(/C=N/NC(=S)NNC(=S)Nc2ccccc2)cc(OC)c1OC | 96 | 94 | 103 | 100 | / | 97 | 92 | 88
COC(=O)C(c1ccccc1)C(CC(=O)c1ccccc1)c1ccccc1 (stereo not drawn) | 82 | 58 | 91 | 95 | 83 | 103 | 85 | 63
C[C@@]1(C(N)=O)CC2C=CC1C2 (stereo partly drawn) | 110 | / | 109 | 106 | 108 | 104 | 116 | 133
COc1cc(Nc2ncccc2/C=C/C(=O)c2cc(OC)c(OC)c(OC)c2)cc(OC)c1OC | 54 | 90 | 93 | 69 | 17 | 87 | 41 | /
COc1ccc(-c2nc(-c3cccnc3)[nH]c2-c2ccc(OC)cc2)cc1 | 79 | / | 94 | 87 | 85 | 94 | 79 | 55
Cc1ccc2c(c1)C(=O)CC(c1ccccc1)S2 (stereo not drawn) | 93 | 97 | / | / | 93 | 96 | 46 | 55
Cn1c(=O)c2c(nc(N3CCOCC3)n2C)n(C)c1=O | 106 | 96 | 92 | 103 | 92 | 105 | 96 | /

Source: PubChem (NCI)
